RXFP1 antagonist – blocks the human relaxin receptor RXFP1. activity change, negative = inhibition, % at 57.5 µM. 350,000 tested, 0.59% active. Q9HBX9. HEK293-RXFP1, relaxin-stimulated cAMP HTRF, 30 min; stronger effect = lower value;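 active means activity change of -60% or lower, but not beyond a set lower limit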; further: on the % scale 0 is the no-effect control and ±100 the full control effect
D1 potentiator – potentiators of human D1 dopamine receptor; P21728; HEK293 TREx D1 cells, calcium flux, dopamine EC20 potentiation; potentiation, % at 10 µM; 360,000 tested, 0.036% active; AID 504651; in the data active means potentiation above about 30%; further: 0% is about no effect
Target sequence (P21728 whole entry, looked up): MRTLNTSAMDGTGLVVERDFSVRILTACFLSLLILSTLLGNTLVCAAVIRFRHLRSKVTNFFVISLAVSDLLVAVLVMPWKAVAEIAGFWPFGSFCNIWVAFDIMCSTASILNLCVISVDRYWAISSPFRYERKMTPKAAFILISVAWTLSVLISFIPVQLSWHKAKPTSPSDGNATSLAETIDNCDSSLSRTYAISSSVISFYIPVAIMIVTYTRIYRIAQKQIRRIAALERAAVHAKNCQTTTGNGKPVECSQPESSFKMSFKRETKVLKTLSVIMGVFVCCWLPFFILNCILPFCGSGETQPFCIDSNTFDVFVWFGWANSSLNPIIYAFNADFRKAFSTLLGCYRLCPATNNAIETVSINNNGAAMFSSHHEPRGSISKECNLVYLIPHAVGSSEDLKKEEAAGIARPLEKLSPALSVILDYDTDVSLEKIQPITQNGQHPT
D2 agonist – D2 dopamine receptor (human) agonism | P14416 | HEK293 T-REx D2 cells, calcium flux agonist mode | activation, % at 2 µM | 340,000 tested, 0.53% active;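 active means activation over 3 SD above normal in the single-dose calcium agonist read, cut at about 30% in these data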; further: 0% is about no effect
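Agonism scored from kinetic calcium signal (1 read/sec, 180 s) following compound pin transfer, after a 10 s baseline. Cells: HEK293 Trex line expressing inducible D2 receptor coupled to calcium, dye-loaded after overnight culture at 30 C.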
TRHR PAM – allosteric enhancers of human TRH receptor; TRHR cells, fluo-8 calcium fluorescence, EC20 TRH enhancement; 360,000 tested, 0.66% active; enhancement, % at 2 µM; P34981; AID 493056; in the data active means enhancement above about 30%; further: 0% is about no effect
Target sequence (P34981 whole entry, looked up): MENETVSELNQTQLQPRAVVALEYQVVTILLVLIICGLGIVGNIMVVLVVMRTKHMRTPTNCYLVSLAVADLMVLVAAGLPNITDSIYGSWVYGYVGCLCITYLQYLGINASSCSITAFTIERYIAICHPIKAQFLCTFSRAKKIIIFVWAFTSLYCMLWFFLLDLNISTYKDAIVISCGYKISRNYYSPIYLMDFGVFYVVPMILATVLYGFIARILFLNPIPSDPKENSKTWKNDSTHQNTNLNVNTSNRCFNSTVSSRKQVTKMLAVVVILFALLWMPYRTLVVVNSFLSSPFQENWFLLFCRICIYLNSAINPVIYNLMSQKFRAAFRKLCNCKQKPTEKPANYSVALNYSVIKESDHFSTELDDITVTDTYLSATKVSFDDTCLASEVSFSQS
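Enhancer read-out: after compound pinning and an initial kinetic agonist-mode read, an EC20 of TRH (10 nM final) was injected and fluo-8 calcium signal (Ex 480/Em 530) followed at 1 s/cycle for 100 cycles in TRHR-expressing cells.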
D2 antag – antagonizes the human D2 dopamine receptor; P14416; HEK293 TREx D2 cells, calcium flux, dopamine EC80; inhibition, % at 10 µM; 340,000 tested, 2% active; in the data active means inhibition above about 30%; further: 0% is about no effect
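Calcium mobilization kinetics were recorded at 1 s intervals in tetracycline-induced HEK293 T-REx D2 cells, first for 180 s after compound addition and then 180 s after EC80 dopamine.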
RXFP1 ag – RXFP1 (human) receptor agonism | Q9HBX9 | HEK293T-RXFP1 cAMP TR-FRET, 30 min; response scale: percent of porcine relaxin response, buffer zero | Potency, µM (top dose mostly 57.5 µM), inactives show top-dose activation, actives largely listed as activators | 370,000 tested, 0.3% active | AID 2676; active means well fitted activation curve with a large enough effect; further: potency means the concentration at half of the fitted maximal effect; on the % scale 0 is the no-effect control and ±100 the full control effect; nearly all actives have a fitted effect of over 60% in size; many of its hits are not listed in these tables
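cAMP rise read by TR-FRET after 30 min, 37C compound exposure (up to 58 uM) in RXFP1-transfected HEK293 cells with Ro 20174 present. EC50 from Hill-equation fits, with 29 nM porcine relaxin as 100% and buffer as basal.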
D1 ag – agonists of human D1 dopamine receptor. P21728. HEK293 T-REx D1 cells, calcium flux, agonist mode. activation, % at 2 µM. 360,000 tested, 1% active. AID 504660; in the data active means activation above about 30%; further: 0% is about no effect
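Inducible HEK293 T-REx D1 cells, force-coupled to calcium signalling, were plated at 4000 cells/well with tetracycline and held overnight at 30 C. After no-wash calcium dye loading, compound-evoked calcium rise over 180 s flagged agonists.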
D1 antagonist – blocks dopamine activation of the human D1 receptor; 360,000 tested, 3.2% active; activity change, negative = inhibition, % at 10 µM; P21728; HEK293 TREx D1 cells, calcium flux, dopamine EC80; stronger effect = lower value; in the data active means activity change below about -30%; further: on the % scale 0 is the no-effect control and ±100 the full control effect
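HEK293 T-REx cells expressing inducible, force-coupled D1 receptor; no-wash Ca dye, 30–90 min RT. Cmpd → 180 s read at 1 Hz → EC80 DA → 180 s read.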
D2 potentiator – positively modulates the human D2 dopamine receptor allosterically | potentiation, % at 10 µM | HEK293 T-REx D2, calcium flux, EC20 dopamine potentiation | 340,000 tested, 0.34% active | AID 485347 | P14416;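 active means potentiation over 3 SD above the plate norm, cut at about 30% in these data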; further: 0% is about no effect
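Primary screen. Calcium kinetics in induced HEK293 T-REx D2 cells: compound pre-addition 180 s, EC20 dopamine, 180 s more.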
The depositor's hits bear a star; . = not tested or not shown.

nr	SMILES	RXFP1 antagonist	D1 potentiator	D2 agonist	TRHR PAM	D2 antag
1	O=C(Nc1cc2c(cc1C(=O)c1cccc(Br)c1)OCCO2)c1ccccc1F	.	-3	-0.5	-8	.
2	Cc1ccc2c(CSc3nncs3)cc(=O)oc2c1	11	-4	0.2	-1	4
3	FC(F)(F)c1ccc(Cl)c(-n2c(-c3cc(-c4ccco4)[nH]n3)n[nH]c2=S)c1	-8	0	0.0	3	0
4	COc1cc(C(C)=O)ccc1COc1ccc(C(=O)OCC(=O)NC(C)(C)C)cc1OC	9	-5	.	5	.
5	COC(=O)CN1C(=S)N(Cc2ccccc2)C(=O)C1CC(=O)Nc1ccc(OC)cc1 (stereo not drawn)	-6	-7	2.3	-2	19
6	CCOc1ccc(-c2cc(C(=O)N3CCCC3)c3ccccc3n2)cc1	-5	-6	1.3	-9	-16
7	Cn1c(N)c(C(=O)CSc2nnc(-c3ccccc3F)n2C2CC2)c(=O)n(C)c1=O	-14	3	2.3	1	1
8	CCOC(=O)C1C2C=CC3(CN(Cc4ccco4)C(=O)C13)O2 (stereo not drawn)	7	-5	0.3	0	-16

nr	RXFP1 ag	D1 ag	D1 antagonist	D2 potentiator
1	0.4%	1	5	6
2	1.7%	2	2	-3
3	-2.4%	1	7	5
4	0.3%	3	4	-12
5	-1.5%	7	-10	5
6	0.0%	1	7	-5
7	2.0%	1	-2	1
8	-0.1%	0	-6	23

Results in sequence from above:
D1 ag, nos. 4–8, in order: 3, 7, 1, 1, 0
D2 antag, nos. 4–8, in order: ., 19, -16, 1, -16
D1 potentiator, nos. 4–8, in order: -5, -7, -6, 3, -5

Remaining list, next part.
nr	SMILES	RXFP1 antagonist	D1 potentiator	D2 agonist	TRHR PAM	D2 antag
9	CC(=O)N1CCN(C(=O)COc2ccc(N(C)S(=O)(=O)c3cccs3)cc2)CC1	2	-1	0.5	0	-4
10	CCc1cccc(NCc2ccccc2-c2nnc(-c3ccccc3Cl)o2)c1	2	0	1.0	0	.
11	CC(NC(=O)CN(c1cccc(C(F)(F)F)c1)S(=O)(=O)c1ccc(Cl)c([N+](=O)[O-])c1)c1ccccc1 (stereo not drawn)	-82*	-4	0.1	-12	3
12	OCC1(CCc2ccccc2)CCN(Cc2ccccc2Cl)CC1	-23	-5	0.3	60*	-16
13	COc1ccc(OC)c(NS(=O)(=O)c2c(C(=O)N3CCCCCC3)c(C)n(C)c2C)c1	1	0	-0.5	3	-2
14	Cc1ccccc1Cn1c(=O)n(CCc2ccccc2)c(=O)c2c(C)c(C)sc21	-3	1	-0.4	-2	.
15	Cc1cccc(C)c1NC(=O)COC(=O)c1cc(-c2cccnc2)nc2ccccc12	8	-4	0.8	2	1
16	O=C(Nc1ccccc1)Nc1ccc(Oc2cccnc2)nc1	1	-6	0.1	2	5

nr	RXFP1 ag	D1 ag	D1 antagonist	D2 potentiator
9	1.0%	1	-7	0
10	29%	1	9	-3
11	-1.0%	3	-16	-2
12	-0.7%	8	20	-27
13	-2.6%	4	-6	-1
14	0.1%	0	-4	-1
15	0.7%	0	-14	3
16	-0.9%	10	-18	-8

Some of the entries above in another layout.
Each structure is followed by: RXFP1 antagonist, D1 potentiator, D2 agonist, TRHR PAM, D2 antag, RXFP1 ag, D1 ag, D1 antagonist, D2 potentiator
11) CC(NC(=O)CN(c1cccc(C(F)(F)F)c1)S(=O)(=O)c1ccc(Cl)c([N+](=O)[O-])c1)c1ccccc1 (stereo not drawn)
 : -82*, -4, 0.1, -12, 3, -1.0%, 3, -16, -2
12) OCC1(CCc2ccccc2)CCN(Cc2ccccc2Cl)CC1
 : -23, -5, 0.3, 60*, -16, -0.7%, 8, 20, -27
13) COc1ccc(OC)c(NS(=O)(=O)c2c(C(=O)N3CCCCCC3)c(C)n(C)c2C)c1
 : 1, 0, -0.5, 3, -2, -2.6%, 4, -6, -1

New compounds follow.
nr	SMILES	RXFP1 antagonist	D1 potentiator	D2 agonist	TRHR PAM	D2 antag
17	O=C(NC(=S)NCc1nc2ccccc2[nH]1)c1ccc(F)cc1	-13	-6	-0.8	3	-12
18	CCOc1ccc(-c2cc(CCCC(=O)NCCC(C)C)no2)cc1	0	-1	-0.1	-4	-5
19	O=C(NCc1ccco1)C(=S)N1CCCC1	-13	-3	1.0	-4	0
20	O=c1ccc2cc(S(=O)(=O)Nc3ccc(Br)cc3)ccc2o1	-11	-8	-1.4	-8	-19
21	CSc1ncccc1C(=O)Nc1nc(C(C)(C)C)cs1	-13	-3	-1.0	-1	-1
22	Cc1c(Nc2scc(-c3ccccc3)[n+]2-c2ccccc2)c(=O)n(-c2ccccc2)n1C	-9	2	-0.1	-27	-2
23	COc1ccc(C(=O)Nc2cnc(NC(=O)c3cccs3)cc2C)cc1	-18	-2	-0.1	0	6
24	O=C(CSc1ccccc1)NC1CCCCCCC1	-3	-2	-1.1	2	-10

nr	RXFP1 ag	D1 ag	D1 antagonist	D2 potentiator
17	0.8%	-1	-68*	9
18	-1.1%	3	-2	-10
19	-0.7%	1	-4	13
20	1.5%	11	-18	12
21	-0.4%	0	3	-4
22	2.1%	1	-9	-2
23	0.7%	7	-10	13
24	-1.4%	-1	15	-1

4 of these compounds in a different format:
no.	structure	RXFP1 antagonist	D1 potentiator	D2 agonist	TRHR PAM	D2 antag	RXFP1 ag	D1 ag	D1 antagonist	D2 potentiator
20	O=c1ccc2cc(S(=O)(=O)Nc3ccc(Br)cc3)ccc2o1	-11	-8	-1.4	-8	-19	1.5%	11	-18	12
21	CSc1ncccc1C(=O)Nc1nc(C(C)(C)C)cs1	-13	-3	-1.0	-1	-1	-0.4%	0	3	-4
22	Cc1c(Nc2scc(-c3ccccc3)[n+]2-c2ccccc2)c(=O)n(-c2ccccc2)n1C	-9	2	-0.1	-27	-2	2.1%	1	-9	-2
23	COc1ccc(C(=O)Nc2cnc(NC(=O)c3cccs3)cc2C)cc1	-18	-2	-0.1	0	6	0.7%	7	-10	13

More entries.
nr	SMILES	RXFP1 antagonist	D1 potentiator	D2 agonist	TRHR PAM	D2 antag
25	CCn1c2ccccc2c2nc3cc(S(=O)(=O)N4CCOCC4)ccc3nc21	-7	1	1.3	-3	-4
26	COc1ccc(C2CC(=O)OC3=C2C(=O)CC(C)(C)C3)c(OC)c1 (stereo not drawn)	-7	-2	0.9	3	10
27	COc1ccc(/C=N\NC(=O)c2ccccc2Br)cc1COc1ccc(F)cc1	-4	-9	-1.0	0	0
28	C=C(C)C(=O)Nc1cccc(C2=NOC3(C2)C[C@@H](C(N)=O)N(C(=O)C2(C)CC2)C3)c1 (stereo partly drawn)	.	-1	-0.6	0	-32
29	CC(Sc1nnc(-c2ccccc2)c(-c2ccccc2)n1)C(=O)Nc1ncc(Cl)cc1Cl (stereo not drawn)	-2	6	-1.6	0	8
30	CCc1nc2ccccc2n1CCC(=O)O	-11	-4	0.1	3	-20
31	O=C(NCCN1CCOCC1)c1cc(Cl)ccc1[N+](=O)[O-]	.	0	0.3	-7	0
32	CC(=O)N1CCN(C(=O)c2ccc(-c3cccc(C(F)(F)F)c3)o2)CC1	-8	1	0.1	3	21

nr	RXFP1 ag	D1 ag	D1 antagonist	D2 potentiator
25	8.3%	6	-26	1
26	0.3%	0	2	3
27	0.4%	1	-16	-11
28	1.3%	2	-22	14
29	0.0%	4	8	-5
30	0.0%	0	-6	15
31	0.1%	0	7	-2
32	3.3%	0	3	9

The list continues:
nr	SMILES	RXFP1 antagonist	D1 potentiator	D2 agonist	TRHR PAM	D2 antag
33	CCN(CC)c1ccc(NC(=O)Cn2nnc(-c3cccc(OC)c3OC)n2)c(C)c1	-12	4	-1.1	-8	26
34	Cc1cccc(C)c1NC(=O)CCCN1CC(C)OC(C)C1 (stereo not drawn)	9	0	0.7	-4	-3
35	CC1CCCN(C(=O)CN2C(=O)c3ccccc3S2(=O)=O)C1 (stereo not drawn)	3	5	1.0	1	3
36	Cc1ccc(C(=O)OCC(=O)Nc2ccc3[nH]c(=O)[nH]c3c2)cc1S(=O)(=O)N1CCOCC1	-7	-4	.	-8	.
37	Cc1cccc(C)c1NC(=O)CN1CCN(C(=O)CN2C(=O)NC3(CCCCC3C)C2=O)CC1 (stereo not drawn)	4	-14	40*	2	20
38	COc1ccc(NC(=O)CCSc2ccc(C)cc2)cc1	13	-2	0.0	8	-3
39	CC(C)(C)c1cc(OC(=O)c2ccccc2F)ccc1O	-38	1	0.7	-11	-13
40	O=C(OCc1cc(=O)n2nc(C3CCCCC3)sc2n1)c1ccccc1Cl	.	-7	-0.8	3	.

nr	RXFP1 ag	D1 ag	D1 antagonist	D2 potentiator
33	2.2%	1	4	-3
34	1.0%	5	-4	0
35	-1.6%	5	16	5
36	1.1%	4	-4	-11
37	-2.8%	3	3	-17
38	-1.3%	2	1	-7
39	-0.9%	-1	9	-7
40	1.3%	1	-5	-8

Screening data: PubChem, National Center for Advancing Translational Sciences (NCATS)

Only part of the results is shown, so the mix of outcomes need not match the whole.
